APP transl inh = inhibitors of APP translation via 5'UTR reporter, primary screen, APP 5'UTR luciferase, SH-SY5Y cells. SH-SY5Y APP 5'UTR-luciferase reporter, luminescence. inhibition, % at 2 µM. hit rate 0.82% among 190,000;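 active means inhibition above a set limit, derived from the sample mean plus 3 SD, cut at about 45% in these data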; further: values of inactives mirror those of a sister screen read the other way
Lmaj promast = Leishmania major promastigote growth inhibition, primary screen; Leishmania major promastigotes, resazurin fluorescence viability; inhibition, % at 10 µM; hit rate 9% among 200,000; in the data active means inhibition above about 50%;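 further: promastigotes grown with compound for 44 hours at 28 °C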
FLuc stim CS = FLuc activators, initial screening, artefact control for FLuc-dependent activation tests, biochemical, ATPlite luminescence. Luciferin 4-monooxygenase (Photinus pyralis), P08659. ATPlite luciferase biochemical, 10 min; 0 = ATP-free wells, 1 = DMSO control. activation factor at 10 µM. 200,000 tested, under 10 active. AID 1027, 2008;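 active means luciferase activation factor, scaled between plate controls, of at least 2 with compound at 10 µM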
Target sequence (P08659 whole entry, looked up): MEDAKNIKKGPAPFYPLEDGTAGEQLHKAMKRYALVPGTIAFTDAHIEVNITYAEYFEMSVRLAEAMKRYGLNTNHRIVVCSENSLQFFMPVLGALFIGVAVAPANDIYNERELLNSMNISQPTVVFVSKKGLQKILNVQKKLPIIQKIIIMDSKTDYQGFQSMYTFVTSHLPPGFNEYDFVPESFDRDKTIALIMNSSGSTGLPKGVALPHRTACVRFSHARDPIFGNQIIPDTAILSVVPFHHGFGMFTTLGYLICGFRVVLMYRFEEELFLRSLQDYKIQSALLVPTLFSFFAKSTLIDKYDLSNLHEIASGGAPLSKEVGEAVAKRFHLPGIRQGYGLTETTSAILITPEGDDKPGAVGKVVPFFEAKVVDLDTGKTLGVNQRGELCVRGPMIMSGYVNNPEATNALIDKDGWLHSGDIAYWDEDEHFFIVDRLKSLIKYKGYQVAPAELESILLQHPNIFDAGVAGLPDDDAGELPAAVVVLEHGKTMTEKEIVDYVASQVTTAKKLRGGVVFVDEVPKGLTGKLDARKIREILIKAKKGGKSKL
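System: cell-free luciferase reagent; medium: PBS as buffer for the ATP substrate; doses: test compounds dosed from 2 mM stocks in 100% DMSO; incubation: 10 min, room temperature; measured by: luminescence from luciferase reaction; read-out: luciferase activation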
bIAP inhibitor = bovine intestinal alkaline phosphatase inhibitors, primary screen, selectivity assay for TNAP inhibitor project, biochemical, bovine IAP, CDP-star luminescence; alkaline phosphatase, intestinal [Bos taurus]; purified bovine IAP, 30 min; inhibition, % at 20 µM; 190,000 tested, under 10 active;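 active means over 50% inhibition of intestinal alkaline phosphatase at 20 µM in the single-dose screen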
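test system = bovine IAP enzyme | medium = DEA buffer 100 mM, pH 9.8, with MgCl2 1.0 mM, ZnCl2 0.02 mM | detection = luminescence | dosing = single compound dose of 20 µM, 2% DMSO final | incubation = 30 min reaction at room temperature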
TNAP inh hi DEA = human TNAP enzyme inhibitors, primary screen, biochemical, luminescent, high phosphate acceptor level, uHTS | Alkaline phosphatase, tissue-nonspecific isozyme (Homo sapiens), P05186 | purified TNAP, CDP-star luminescence, 1 M DEA | inhibition, % at 20 µM | hit rate 0.03% among 200,000 | AID 1135, 2008;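 active means over 50% inhibition of tissue-nonspecific alkaline phosphatase at 20 µM in the single-dose screen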;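 further: plate controls were DMSO wells for no effect and EDTA-quenched wells as full inhibition for full effect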
Target sequence (P05186 whole entry, looked up): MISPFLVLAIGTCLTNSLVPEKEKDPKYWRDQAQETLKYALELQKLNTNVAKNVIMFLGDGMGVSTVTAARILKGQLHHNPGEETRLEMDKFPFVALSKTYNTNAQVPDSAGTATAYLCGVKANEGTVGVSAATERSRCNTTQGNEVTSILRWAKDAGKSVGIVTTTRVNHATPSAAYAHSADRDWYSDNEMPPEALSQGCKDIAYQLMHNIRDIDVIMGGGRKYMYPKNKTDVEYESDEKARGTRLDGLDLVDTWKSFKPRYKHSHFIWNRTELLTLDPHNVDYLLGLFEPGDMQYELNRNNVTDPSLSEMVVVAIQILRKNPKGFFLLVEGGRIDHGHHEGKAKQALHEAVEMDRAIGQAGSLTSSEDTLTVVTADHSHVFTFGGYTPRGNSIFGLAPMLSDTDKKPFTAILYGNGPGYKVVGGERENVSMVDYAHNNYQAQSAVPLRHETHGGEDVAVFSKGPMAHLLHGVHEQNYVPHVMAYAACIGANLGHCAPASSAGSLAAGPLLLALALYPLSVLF
TNAP inh noacc = human TNAP enzyme inhibitors, primary screen, biochemical, luminescent, no phosphate acceptor, uHTS; AID 1012, 2008; Alkaline phosphatase, tissue-nonspecific isozyme (Homo sapiens), P05186; purified TNAP, CDP-star luminescence, 30 min; hit rate 0.26% among 200,000; inhibition, % at 20 µM;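 active means tissue-nonspecific alkaline phosphatase inhibition above about 50% at 20 µM in the single-dose screen, limit read from the data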;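 further: 0% = DMSO negative control and 100% = EDTA positive control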
TNAP act hi DEA = TNAP activators at high phosphate acceptor level, primary screen, biochemical, luminescence, uHTS; 200,000 tested, under 10 active; purified TNAP, CDP-star luminescence, 1 M DEA, 30 min; stronger effect = higher value; 0 = EDTA background, 1 = DMSO-only activity; Alkaline phosphatase, tissue-nonspecific isozyme (Homo sapiens), P05186; activation factor at 20 µM;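 active means activation factor at least 2 at 20 µM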
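Assay system: human TNAP; Input: enzyme diluted 1/800 final; Reagent: CDP-star luminogenic substrate at 100 µM final; Timing: 30 min, room temperature; Signal: luminescence; Evaluation: TNAP activation factor scaled between EDTA and DMSO control wells.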
RAM inhibit = inhibitors of the yeast RAM network, primary screen, dse1pr::URA3 reporter, 5-FOA selection | S. cerevisiae dse1pr::URA3 reporter, 5-FOA growth OD615, 2 d; analog-sensitive cbk1-as2 kinase mutant strain | inhibition, % at 50 µM | hit rate 1.8% among 190,000 | AID 868, 2007;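 active means inhibition above a set limit, 3 SD over mean compound inhibition, cut at about 8.4% in these data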;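 further: 0% = DMSO-only wells with no growth and 100% = 10 µM 1-NA-PP1 full growth; inhibition rescues growth on 5-FOA so higher OD means more RAM inhibition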
FLuc inh counter = firefly luciferase enzyme inhibitors, primary screen, artefact control for luciferase-based inhibitor screens, biochemical, luminescence, ATPLite. Luciferin 4-monooxygenase (Photinus pyralis), P08659. 10 min. inhibition, % at 10 µM. hit rate 1.5% among 200,000;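 active means inhibition above about 50% when tested at 10 µM, limit read from the data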
bIAP act = bovine intestinal alkaline phosphatase activators, primary screen, biochemical, bovine IAP, CDP-star luminescence | purified bovine IAP, 30 min; stronger effect = higher value; fold of DMSO-control signal, blank-subtracted | activation factor at 20 µM | hit rate 0.17% among 200,000 | AID 1016, 2008;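 active means activation factor of 2 or more at 20 µM, a signal rise over negative controls twice the positive control's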
* hit, by the source's call; x = not tested or not shown. This is a random part of the collection. Share with any hit: about 13%.

| Molecule | APP transl inh | Lmaj promast | FLuc stim CS | bIAP inhibitor | TNAP inh hi DEA | TNAP inh noacc | TNAP act hi DEA | RAM inhibit | FLuc inh counter | bIAP act |
| --- | --- | --- | --- | --- | --- | --- | --- | --- | --- | --- |
| CCOC(=O)c1sc(NC(=O)c2cccnc2)nc1C | 10.0 | -5.4 | 0.8 | 4.7 | -7.0 | -19.0 | 1.1 | 2.8 | 15.4 | 1 |
| CC1Nc2ccccc2C(=O)N1NC(=O)c1ccc(Br)cc1 (stereo not given) | -1.8 | 0.5 | 1 | -0.1 | -3.6 | 15.7 | 1 | 0.6 | -4.6 | 1 |
| CCn1nnc(NC(=O)c2cccnc2)n1 | -1.4 | -1.2 | 1.1 | 9.8 | -4.2 | -3.9 | 1 | 0.4 | -7.5 | 0.9 |
| O=C(CSc1ncnc2c1oc1ccccc12)OCc1ccccc1 | -11.9 | -3.1 | 1 | 12.7 | -2.5 | -11.6 | 1 | 8.8* | 2.0 | 0.9 |
| O=C(c1ccc([N+](=O)[O-])cc1)N1CCOC12CCN(c1ncc(C(F)(F)F)cc1Cl)CC2 | x | -7.9 | 1 | 5.3 | -5.3 | -6.3 | 1.1 | 1.4 | -2.3 | 0.9 |
| Cc1ccc(C(C(=O)NCc2ccccc2)N(C(=O)c2csnn2)c2cccc3ccccc23)o1 (stereo not given) | 10.7 | 18.4 | 1 | 9.4 | -4.1 | -9.5 | 1 | 6.3 | -4.9 | 0.9 |
| Cc1ccc2c(c1C)NC(=O)C2(O)CC(=O)c1ccc2c(c1)OCO2 (stereo not given) | 5.0 | -7.4 | 1 | 16.6 | 1.3 | -3.6 | 1 | 0.5 | -2.9 | 0.8 |
| O=S1CCCSC1c1cccnc1 (stereo not given) | 5.8 | -3.2 | 1.1 | -0.8 | -4.7 | -6.7 | 1 | 1.0 | -6.6 | 1 |
| COc1ccccc1NC(=O)C1=C(C)Nc2nc3ccccc3n2C1c1cccs1 (stereo not given) | 91.0* | 11.2 | 1 | 5.2 | -1.6 | -6.2 | 1 | 2.6 | -2.1 | 0.9 |
| CCn1c(=N)n(CC(=O)c2ccco2)c2ccccc21 | -6.1 | 1.7 | 1.1 | 12.7 | -2.5 | -1.1 | 1 | 4.0 | -6.2 | 0.9 |
| CC(C(=O)Nc1cccc(S(=O)(=O)N2CCOCC2)c1)N1CCN(C/C=C/c2ccccc2)CC1 (stereo not given) | -2.4 | 5.0 | 1 | -14.2 | -9.2 | -17.3 | 1.1 | 0.5 | 1.1 | 1.1 |
| Cc1ccc(C(=O)CSc2nnc(-c3ccccc3N)n2C)cc1 | -7.2 | -7.9 | 0.9 | 9.2 | -8.5 | -13.5 | 1.1 | 0.9 | 5.9 | 0.9 |
| O=C(N/N=C/C=C\c1ccco1)c1cccs1 | -24.1 | 1.9 | 0.9 | 9.6 | 3.6 | -6.1 | 1 | 1.0 | 14.8 | 0.9 |
| COc1ccccc1N1CCN(S(=O)(=O)c2cn(C)c(=O)n(C)c2=O)CC1 | 12.2 | -4.9 | 1 | 1.2 | -0.2 | -8.6 | 1 | 1.9 | -3.1 | 1 |
| CCOC(=O)N1CCC(n2c(SCC(=O)c3ccccc3)nc3ccsc3c2=O)CC1 | -3.2 | 1.1 | 1.1 | 5.4 | -6.3 | -12.2 | 1.1 | 3.0 | -9.0 | 0.9 |
| COC(/C=C/Nc1ccc(C)cc1)=C(C#N)C#N | 7.3 | -7.6 | 1 | 11.4 | -1.1 | -3.3 | 1 | 0.7 | -3.5 | 0.9 |
| Cc1cccc(CN2CCC(CNC(=O)CCNC(=O)Cn3ccc4ccccc4c3=O)CC2)c1 | 11.8 | -5.8 | 1.1 | -11.8 | 1.7 | -12.9 | 1 | -0.7 | -6.2 | 1.1 |
| CC(C)c1nnc(NC(=O)Cn2nc(-c3ccc4c(c3)OCCO4)ccc2=O)s1 | -8.8 | -2.4 | 1 | -1.4 | 0.6 | -5.9 | 1 | 3.3 | 0.9 | 1 |
| COc1ccc(CN2CC34C=CC(O3)C(C(=O)O)C4C2=O)cc1 (stereo not given) | 10.2 | -4.7 | 1 | 11.6 | -8.6 | -14.5 | 1.1 | 1.0 | -2.8 | 0.9 |
| CCN(CC)C(=O)CN(C)S(=O)(=O)c1cccc2nsnc12 | 1.1 | -5.2 | 1 | 3.5 | -3.0 | -7.9 | 1 | 1.6 | -0.2 | 1 |
| CC(c1ccccc1F)n1cc(C(=O)NCc2ccncc2)nn1 (stereo not given) | -3.9 | -7.2 | 1.1 | 7.8 | -2.0 | -2.0 | 1 | 0.5 | -8.4 | 0.9 |
| Cc1cc(C)n2ncnc2n1 | 10.8 | 0.3 | 1.1 | 3.3 | -4.3 | -14.6 | 1 | -0.5 | -8.3 | 1 |
| CN(Cc1ccccc1)S(=O)(=O)c1cccs1 | -9.7 | -2.8 | 1.1 | x | -6.0 | -19.1 | 1.1 | 0.1 | -5.2 | 0.5 |
| Cc1cc(NC(=O)c2ccc(-c3ccc(F)c(Cl)c3)o2)no1 | -34.3 | 3.4 | 1 | -6.3 | 0.3 | -3.9 | 1 | 3.0 | -1.4 | 1.1 |
| CSc1ncccc1C(=O)N1CCCC(CCC(=O)NCc2ccc(F)c(F)c2)C1 (stereo not given) | -27.8 | -1.4 | 1.1 | 0.3 | -6.5 | -11.7 | 1.1 | 0.7 | -6.1 | 1 |
| Cc1ccc(NC(=O)CCCCCN2C(=O)c3ccccc3C2=O)nc1 | -12.5 | -3.9 | 1.1 | -11.2 | 2.0 | -7.0 | 1 | 0.4 | -7.8 | 1.1 |
| Cc1nonc1OCCNCCNc1ccccc1[N+](=O)[O-] | 8.3 | 2.5 | 1 | 35.2 | 20.1 | 17.1 | 0.8 | 1.0 | -4.2 | 0.6 |
| CC(=O)c1cc(F)c(N2CCN(C(=O)COc3ccccc3F)CC2)cc1C | 2.2 | -3.0 | 1 | 4.3 | 0.4 | -7.7 | 1 | -0.2 | -4.2 | 1 |
| Cn1c(C(N)=O)cnc1Sc1ncc(C(F)(F)F)cc1Cl | -5.1 | -3.3 | 1.1 | 12.4 | -8.6 | -12.7 | 1.1 | -0.1 | -7.8 | 0.9 |
| Cc1ccccc1N(C(=O)Cn1nnc2ccccc21)C(C(=O)NCc1ccco1)c1ccncc1 (stereo not given) | 1.2 | -1.7 | 1.1 | 5.1 | -0.6 | -7.4 | 1 | 3.9 | -8.8 | 0.9 |

Sorted by the number under APP transl inh (lowest first): some entries from above.
SMILES,APP transl inh
O=C(N/N=C/C=C\c1ccco1)c1cccs1,-24.1
O=C(CSc1ncnc2c1oc1ccccc12)OCc1ccccc1,-11.9
CCn1c(=N)n(CC(=O)c2ccco2)c2ccccc21,-6.1

Filtered by structure, the compounds so far with a CF3 group (two)
| Molecule | APP transl inh | Lmaj promast | FLuc stim CS | bIAP inhibitor | TNAP inh hi DEA | TNAP inh noacc | TNAP act hi DEA | RAM inhibit | FLuc inh counter | bIAP act |
| --- | --- | --- | --- | --- | --- | --- | --- | --- | --- | --- |
| O=C(c1ccc([N+](=O)[O-])cc1)N1CCOC12CCN(c1ncc(C(F)(F)F)cc1Cl)CC2 | x | -7.9 | 1 | 5.3 | -5.3 | -6.3 | 1.1 | 1.4 | -2.3 | 0.9 |
| Cn1c(C(N)=O)cnc1Sc1ncc(C(F)(F)F)cc1Cl | -5.1 | -3.3 | 1.1 | 12.4 | -8.6 | -12.7 | 1.1 | -0.1 | -7.8 | 0.9 |

(listing goes on)
| Molecule | APP transl inh | Lmaj promast | FLuc stim CS | bIAP inhibitor | TNAP inh hi DEA | TNAP inh noacc | TNAP act hi DEA | RAM inhibit | FLuc inh counter | bIAP act |
| --- | --- | --- | --- | --- | --- | --- | --- | --- | --- | --- |
| Cc1ccc(S(=O)(=O)N2CCC(=O)N(CCOCc3cccc(C)c3)CC2)cc1 | -11.3 | -0.3 | 1 | -4.4 | 2.8 | -2.3 | 1 | 2.6 | -0.1 | 1 |
| COc1cc2c(cc1NC(=O)CSc1nc3cc(Cl)ccc3s1)oc1ccccc12 | -25.6 | 50.6* | 1.1 | 3.6 | -2.2 | 5.0 | 1 | 2.1 | -5.4 | 1 |
| CCO[C@@H]1OC(C(=O)Nc2ccccc2)=C[C@H](c2coc3ccccc3c2=O)[C@H]1CCCO | 4.0 | 14.8 | 1 | -20.3 | -0.7 | 2.8 | 1 | 0.0 | -0.5 | 1.2 |
| CN(C)S(=O)(=O)c1cccc(NC(=S)Nc2ccc3cn[nH]c3c2)c1 | -17.5 | 12.2 | 1 | -9.8 | 0.0 | -14.5 | 1 | 0.1 | 0.0 | 1.1 |
| CC(=O)C1C(c2ccc3ncccc3c2)NC(=O)NC1(O)C(F)(F)F (stereo not given) | -6.3 | 1.7 | 1 | -2.5 | -3.7 | -12.6 | 1 | -0.6 | -3.2 | 1 |
| COc1ccc(/C=C2\SC(c3ccc(C)cc3)=NC2=O)cc1OC | -5.5 | 3.9 | 1 | x | 5.8 | -1.4 | 0.9 | 7.7 | -1.5 | 0.5 |
| O=C1C(=O)N(CCCn2ccnc2)C(c2ccccn2)/C1=C(/O)c1ccccc1 (stereo not given) | x | x | 1.1 | 2.8 | -3.6 | -12.4 | 1 | x | -9.2 | 1 |
| Cc1cc(C)cc(OCC(=O)N/N=C/c2ccco2)c1 | 7.5 | -7.5 | 1 | 1.1 | -7.7 | -12.8 | 1.1 | 2.8 | -1.8 | 1 |
| CC(C)c1ccc(OCC(=O)NCCO)cc1 | -15.3 | -3.6 | 0.9 | -6.5 | 4.6 | -4.0 | 1 | 1.9 | 12.9 | 1.1 |
| COc1ccc(/C=C2\CCCC(C(=O)C(F)(F)F)=C2O)cc1 | 7.0 | 15.2 | 1 | 18.6 | 2.2 | 0.8 | 1 | 10.0* | 2.8 | 0.8 |
| COc1cc(SC)ccc1C(=O)NCC1CCCO1 (stereo not given) | -25.3 | -3.3 | 1 | 4.4 | -4.2 | -8.7 | 1 | 1.2 | 0.0 | 1 |
| O=C(NC(=S)Nc1cccc(NC(=O)c2ccccc2Cl)c1)c1cccs1 | 2.4 | -6.5 | 1 | -8.3 | 2.0 | -2.1 | 1 | 5.9 | -2.4 | 1.1 |
| O=C1NC2(O)C(=O)c3ccccc3C2(O)N1 (stereo not given) | -1.5 | -0.8 | 1 | 12.5 | -3.4 | -11.3 | 1 | 0.4 | -3.0 | 0.9 |
| Cc1cc(C)nc(SCc2ccc([N+](=O)[O-])cc2)n1 | 13.0 | -1.8 | 1.1 | 12.1 | -3.7 | -2.4 | 1 | 0.2 | -5.7 | 0.9 |

High-throughput results: PubChem BioAssay, several laboratories
